# aDG glyco act = alpha-DG glycosylation activation. Pro5-aDG cells, alpha-DG glycosylation AlphaScreen (IIH6); 0% Pro5, 100% B10-LARGE cell signal. activation, % at 10 µM. 0.22% of 360,000 active. AID 624168;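 active = activation of at least 8% versus controls, or a plate z-score of at least 8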;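 also: Pro5 are CHO cells carrying HIG-tagged alpha-DG that lacks glycosylation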
# ABHD5-PLIN5 inh = inhibitors of human ABHD5-perilipin-5 interaction; Q00G26+Q8WTS1; Split G. princeps luciferase complementation, luminescence, 4 h; inhibition, % at 4 µM; 0.78% of 360,000 active;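 active = inhibition above the mean inhibition across every tested compound plus 3 SD, cut at about 22% in these data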;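 also: 0% = DMSO only wells and the 100% control is not disclosed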
# Target sequence (Q00G26 whole entry, looked up): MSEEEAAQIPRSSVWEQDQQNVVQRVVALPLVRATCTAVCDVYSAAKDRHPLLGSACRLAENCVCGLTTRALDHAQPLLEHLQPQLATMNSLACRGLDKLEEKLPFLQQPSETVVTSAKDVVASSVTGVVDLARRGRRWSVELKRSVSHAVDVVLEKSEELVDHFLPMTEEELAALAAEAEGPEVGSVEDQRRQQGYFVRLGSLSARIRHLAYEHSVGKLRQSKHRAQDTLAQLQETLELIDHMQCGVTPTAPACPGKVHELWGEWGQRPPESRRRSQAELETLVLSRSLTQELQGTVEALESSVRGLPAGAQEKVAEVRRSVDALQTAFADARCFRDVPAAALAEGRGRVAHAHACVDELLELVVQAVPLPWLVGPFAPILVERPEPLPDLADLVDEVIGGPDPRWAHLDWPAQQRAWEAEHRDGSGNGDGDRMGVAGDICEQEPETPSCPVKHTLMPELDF
# Target sequence (Q8WTS1 whole entry, looked up): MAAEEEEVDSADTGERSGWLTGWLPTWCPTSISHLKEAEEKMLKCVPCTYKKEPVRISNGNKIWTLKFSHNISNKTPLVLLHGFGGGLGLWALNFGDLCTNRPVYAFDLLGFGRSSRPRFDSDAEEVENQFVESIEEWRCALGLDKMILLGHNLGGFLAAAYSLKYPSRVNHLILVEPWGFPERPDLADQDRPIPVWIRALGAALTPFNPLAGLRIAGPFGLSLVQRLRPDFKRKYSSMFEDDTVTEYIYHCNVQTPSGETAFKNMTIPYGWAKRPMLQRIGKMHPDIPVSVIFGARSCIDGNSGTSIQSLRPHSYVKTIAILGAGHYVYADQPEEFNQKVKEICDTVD
# Cardio protect = protects H9c2 cardiomyocytes from peroxide injury; H2O2 injury protection, ATPLite, 2 h; protection from H2O2 cell death, % at 20 µM; 0.63% of 360,000 active;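 active = compounds giving at least 50% protection of heart cells from peroxide-induced death in the single-dose screen, raw or plate-pattern-corrected value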;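 also: 0% = DMSO wells with peroxide and 100% = DMSO wells without peroxide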
# ABCB6 inh MLPCN = human ABCB6 transporter inhibition | 0.19% of 360,000 active | Q9NP58 | fluorescence ratio to DMSO, % at 10 µM | AID 602162 | K562-ABCB6 porphyrin accumulation, flow cytometry, 1 h; hits give low values;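 active = fluorescence ratio to DMSO below 75%, the collection mean minus 3 SD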;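 also: signal is porphyrin accumulated inside mitochondria; 100% equals median channel fluorescence of DMSO control wells; lower ratio means ABCB6 inhibition with less porphyrin fluorescence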
# MC4R barr agon = human MC4R agonism via beta-arrestin | P32245 | U2OS MC4R beta-arrestin complementation, luminescence; percent of melanotan II response, DMSO zero | activation, % at 8.9 µM | AID 540308 | 0.98% of 360,000 active;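 active = activation above a per-plate cutoff, the mean activation of sample wells on that plate plus 3 SD, cut at about 8% in these data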
# m5-HT2A agonist = activates the mouse 5-HT2A serotonin receptor. AID 624169. activation, % at 7.6 µM. CHO-K1 mHTR2A beta-arrestin complementation, luminescence; percent of 30 µM serotonin response. P35363. 0.66% of 360,000 active;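 active = activation above a run cutoff, the mean activation of all tested compounds plus 3 SD, cut at about 14% in these data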;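 also: 0% = plate median of compound wells and 100% = 30 µM serotonin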
# N-glyco inh = blocks N-linked glycosylation in D54 reporter cells. D54 ERlucT glycosylation luciferase reporter, 24 h; percent of 100 nM tunicamycin response. reporter increase, % at 12.5 µM. 0.23% of 360,000 active;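 active = mean luciferase reporter signal, scaled so untreated is 0 and the glycosylation-blocking control 100, at or above a set limit in every replicate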;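 also: luciferase carries N-glycosylation sites so blocking glycosylation raises the light; 0% = median of neutral control wells and 100% = median of 100 nM tunicamycin wells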
# Granule exo inh = lytic granule exocytosis inhibition; TALL-104 LAMP-1 surface exposure, flow cytometry; cells stimulated with thapsigargin and PMA; 0.66% of 360,000 active; inhibition, % at 10 µM; AID 651702;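 active = inhibition above about 55%, limit read from the data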
# iPSC survival up = hiPSC single-cell survival enhancement; ATPlite luminescence; 100% = ROCK inhibitor wells, 0% = DMSO; 0.044% of 360,000 active; survival enhancement, % at 20 µM; AID 602274; in the data active = survival enhancement above about 18%;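 also: cells exposed to compounds for 16 hours before the ATP read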
# MC4R antag cAMP = human MC4R antagonism in cAMP assay; P32245; MC4R-expressing cells, MTII-stimulated cAMP, LANCE TR-FRET; inhibition, % at 6.5 µM; 0.48% of 360,000 active; AID 540295;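 active = inhibition above its plate's cutoff, the mean of tested wells on that plate plus 3 SD, cut at about 29% in these data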;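 also: 0% = Melanotan II alone and 100% = Melanotan II plus saturating MCL0020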
#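 Assay system: human MC4R-expressing U2OS cells; reagent: Melanotan II stimulation of cells; dosing: 6.5 µM single dose; timing: compound 30 min, challenge 1 h, detection 1 h; signal: TR-FRET cAMP assay; replicates: one well per compound, no replicates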
# * marks the source's active call; other numbers are inactive results; nt = not tested or not shown. Compounds were not picked by outcome; 4.5% or so of the library scored in one or more.
# The line under a structure holds: aDG glyco act	ABHD5-PLIN5 inh	Cardio protect	ABCB6 inh MLPCN	MC4R barr agon	m5-HT2A agonist	N-glyco inh	Granule exo inh	iPSC survival up	MC4R antag cAMP
N/C(Cc1cccc2ccccc12)=N\OC(=O)COc1ccccc1
    -0.4	0	-4	102	-0.9	-4	0	-5	1.3	-3
CCOC(=O)CC1NC(=O)c2ccccc21 (stereo not drawn)
    0.2	-1	15	93	-0.8	2	2	2	-1.7	0
Cc1ccc(NC(=O)CN2CCc3cc4c(cc3C2C)OCCCO4)cc1 (stereo not drawn)
    0.2	-3	-7	98	-0.1	-3	3	-3	-0.2	-1
Cc1ccc2c(c1)c1ncn(Cc3ccc(F)cc3)c(=O)c1n2C
    0.0	0	-5	80	6.5	5	-1	10	-0.7	-2
S=C1NCN(CCc2ccccc2)CN1
    0.1	-7	2	93	-0.5	3	3	3	1.4	-3
Nc1nnc(-c2ccc(Cl)cc2)s1
    -0.1	-4	-3	96	-0.5	0	-1	-3	0.0	-1
CCOC(=O)c1c(N2C(=O)Nc3cc(Cl)c(Cl)cc3N2O)sc2c1CCCCC2
    0.0	-1	-33	103	2.8	3	-2	0	-4.0	2
COC(=O)[C@H](Cc1c[nH]c2ccccc12)NC(=O)Cc1c[nH]c2ccccc12
    0.0	-6	-4	97	-1.7	-5	-1	66*	0.7	3
COc1ccc(-c2cc(-c3nc4ccccn4c3NCc3ccccc3)ccc2OC)cc1
    -0.4	0	-27	87	3.3	33*	-15	-7	-2.3	37*
CCN(C(=O)CN1CCN(c2ccc(OC)cc2)CC1)c1c(N)n(Cc2ccccc2)c(=O)[nH]c1=O
    -0.1	-1	-1	95	-1.5	1	3	-5	-0.6	6
NNC(=O)CN1C(c2ccccc2)=Nc2ccc(Br)cc2C1c1ccccc1 (stereo not drawn)
    -0.2	-1	-5	87	1.9	-3	0	-4	-0.2	7
O=c1c2ccccc2c(C=NCc2ccccn2)c(O)n1-c1ccccc1Cl
    0.1	5	10	99	-1.1	-4	8	-9	0.4	-27
COc1ccc(NC(=O)N2CCN(c3cccc(C(F)(F)F)c3)CC2)cc1OC
    0.0	-1	0	97	-1.3	5	4	-2	-0.5	1
C[C@@H]1CC[C@]2(O[C@H](CCO)C[C@H](O)[C@H]2O)O1
    0.2	4	11	95	-0.2	0	0	0	0.7	6
O=C(Nc1cccc2c1CCCC2)C1CCCN(S(=O)(=O)c2cccc3nonc23)C1 (stereo not drawn)
    0.1	-6	11	101	2.9	1	-1	-4	-4.5	7

# Laid out differently: 2 of the compounds above
Molecule: Cc1ccc(NC(=O)CN2CCc3cc4c(cc3C2C)OCCCO4)cc1 (stereo not drawn)
  aDG glyco act: 0.2
  ABHD5-PLIN5 inh: -3
  Cardio protect: -7
  ABCB6 inh MLPCN: 98
  MC4R barr agon: -0.1
  m5-HT2A agonist: -3
  N-glyco inh: 3
  Granule exo inh: -3
  iPSC survival up: -0.2
  MC4R antag cAMP: -1

Molecule: O=c1c2ccccc2c(C=NCc2ccccn2)c(O)n1-c1ccccc1Cl
  aDG glyco act: 0.1
  ABHD5-PLIN5 inh: 5
  Cardio protect: 10
  ABCB6 inh MLPCN: 99
  MC4R barr agon: -1.1
  m5-HT2A agonist: -4
  N-glyco inh: 8
  Granule exo inh: -9
  iPSC survival up: 0.4
  MC4R antag cAMP: -27

# Reprinted at random: 5 records from the list.
# The line under a structure holds: aDG glyco act	ABHD5-PLIN5 inh	Cardio protect	ABCB6 inh MLPCN	MC4R barr agon	m5-HT2A agonist	N-glyco inh	Granule exo inh	iPSC survival up	MC4R antag cAMP
CCN(C(=O)CN1CCN(c2ccc(OC)cc2)CC1)c1c(N)n(Cc2ccccc2)c(=O)[nH]c1=O
    -0.1	-1	-1	95	-1.5	1	3	-5	-0.6	6
COc1ccc(NC(=O)N2CCN(c3cccc(C(F)(F)F)c3)CC2)cc1OC
    0.0	-1	0	97	-1.3	5	4	-2	-0.5	1
O=C(Nc1cccc2c1CCCC2)C1CCCN(S(=O)(=O)c2cccc3nonc23)C1 (stereo not drawn)
    0.1	-6	11	101	2.9	1	-1	-4	-4.5	7
Cc1ccc(NC(=O)CN2CCc3cc4c(cc3C2C)OCCCO4)cc1 (stereo not drawn)
    0.2	-3	-7	98	-0.1	-3	3	-3	-0.2	-1
N/C(Cc1cccc2ccccc12)=N\OC(=O)COc1ccccc1
    -0.4	0	-4	102	-0.9	-4	0	-5	1.3	-3

# The listing continues.
# The line under a structure holds: aDG glyco act	ABHD5-PLIN5 inh	Cardio protect	ABCB6 inh MLPCN	MC4R barr agon	m5-HT2A agonist	N-glyco inh	Granule exo inh	iPSC survival up	MC4R antag cAMP
c1ccc2c(c1)ncn2-c1ccc(-c2ccnc3ncnn23)cc1
    0.0	-4	2	100	-2.7	-1	6	-5	0.7	-3
CCOc1ccc(Br)cc1C(=O)N/N=C/c1cccc(C)n1
    0.1	3	-2	96	0.8	2	1	-2	-0.8	1
Oc1cccc(/C=N/n2c(C3CCCCC3)n[nH]c2=S)c1
    -0.1	1	0	98	-0.8	-7	2	11	-0.3	12
COCCNC(=O)c1nn2c(C(F)(F)F)cc(-c3ccccc3)nc2c1Cl
    0.1	0	8	103	-1.4	0	3	0	0.4	13
COc1cc(/C=C2\SC(=Nc3ccc(N4CCOCC4)cc3)N(C)C2=O)ccc1OC(C)C(=O)O (stereo not drawn)
    0.1	5	2	100	-0.5	-2	1	-5	-0.6	-14
CC(C)c1ccc(Nc2nc(Cl)nc(NCc3ccco3)n2)cc1
    0.0	-2	-3	100	3.3	-6	-2	-4	-0.6	10
Cc1cc(=O)cc(C)[nH]1
    -0.1	5	3	101	-0.8	-2	0	-4	-1.5	5
COc1ccc(CN2CCN(C(=O)c3cccs3)CC2)cc1
    0.0	-4	-5	90	-0.5	29*	-1	-3	-0.8	-3
N#CCCN(Cc1ccccc1)C(CCc1ccccc1)C(=O)NC1CCCCC1 (stereo not drawn)
    -0.1	14	1	101	nt	-6	-3	0	-2.2	nt
O=S(=O)(c1c(Cl)sc(Cl)c1Br)N1CCCC1
    0.0	-2	-6	96	-1.7	0	3	-4	-0.5	-1
Clc1cccc(C2CCN(Cc3nc(COc4ccccc4)no3)C2)c1 (stereo not drawn)
    0.5	0	5	94	0.2	-3	2	8	-0.1	1
COc1ccccc1CNC(=O)CCS(=O)(=O)c1ccc2c(c1)CCCN2C(C)=O
    -0.2	-1	3	90	-1.6	-6	0	4	5.2	1
Cc1cccc(C=Nc2ccc3c(c2)oc2ccccc23)c1O
    -0.1	-2	4	98	0.4	3	-1	-2	2.3	10
CCC(=O)N1c2ccc(S(=O)(=O)NCc3ccco3)cc2CC1C (stereo not drawn)
    0.1	-1	-1	96	-2.0	5	-1	-2	0.1	14
CNc1cncc(-c2ccc(S(C)(=O)=O)cc2)n1
    0.0	-1	2	99	1.1	2	0	-9	4.4	-3
CC1(C)CC(=O)C=C(NCCc2ccccc2)C1
    -0.1	0	0	97	0.8	11	-4	0	1.0	-2
O=C(COC(=O)c1cccs1)Nc1nnc(-c2ccccc2)o1
    0.1	8	18	102	-3.3	1	1	2	-0.3	8
O=C(Cc1n[nH]c(=O)c2ccccc12)NCc1ccccn1
    0.2	4	54*	99	2.0	-1	-1	-1	-0.4	-7
CC(C)Cn1c(CN(C)Cc2ccccc2)nc2c1c(=O)n(C)c(=O)n2C
    0.9	-4	-18	93	-0.6	-1	1	3	1.4	0
CC1CCCCC1NC(=O)CSc1nncn1N (stereo not drawn)
    -0.4	0	2	100	-1.5	5	0	0	1.0	6
COC(=O)CSc1nnc(-c2ccc(S(=O)(=O)NCc3cccs3)cc2)o1
    -0.2	0	-5	97	-2.4	0	3	-1	9.7	43*
COC(=O)CCCCC1SCC(NC(=O)OC)C1NC(=O)OC (stereo not drawn)
    0.0	14	-2	94	2.0	0	0	-5	1.0	-7
COc1ccc(CCNC(=O)CN2C(=O)NC3(CCc4ccccc43)C2=O)cc1 (stereo not drawn)
    1.6	-2	0	105	1.5	-7	0	1	-0.6	10
Cc1ccccc1NC(=O)Cc1nc(COC(=O)C(C)(C)Oc2ccc(Cl)cc2)cs1
    0.0	-1	-16	97	1.6	3	1	0	0.4	13
Nc1[nH]n2c(=O)cc(-c3ccccc3)nc2c1N=Nc1ccc(S(N)(=O)=O)cc1
    -0.1	3	-8	95	-1.0	0	0	15	1.1	-16
COc1ccccc1N1CCN(C2CCCN(C(=O)CCc3cnccn3)C2)CC1 (stereo not drawn)
    -0.4	-3	1	100	-1.6	1	0	12	-0.3	25
O=C(NN(C(=O)C1CC1)c1nc2ccccc2s1)C1CC1
    -0.1	-3	8	103	-1.3	-4	-1	-5	0.0	10
Cc1ccc(C)c(S(=O)(=O)NC2CCSC2=O)c1 (stereo not drawn)
    0.0	2	1	101	0.8	-2	0	-5	-0.4	10
COC(=O)c1ccccc1S(=O)(=O)N1CCC(C(=O)OC(C)C(=O)N(C)Cc2ccccc2)CC1 (stereo not drawn)
    0.0	1	1	101	-1.5	2	-1	4	-0.2	8
Cc1ccnc2nc(C(=O)NCCc3ccc(F)cc3)nn12
    -0.2	-2	6	96	0.4	1	1	1	-0.3	3
CCCCc1c(C)c2ccc(OC)c(/C(C)=N\O)c2oc1=O
    1.1	-3	-7	104	0.6	-3	-3	-3	6.6	1
CCC(C)NC(=O)c1ccccc1NC(=O)C(C)N(c1ccccc1)S(C)(=O)=O (stereo not drawn)
    -0.2	1	6	99	1.1	2	0	2	2.8	5
CN(C)C(=O)c1cc(S(=O)(=O)N(C)C)c(Cl)cc1N1CCCC1
    -0.2	-1	8	98	0.7	2	0	-5	-0.5	3
CCOC(=O)C1CCCN(C(=O)C(CCSC)NC(=O)COc2ccccc2)C1 (stereo not drawn)
    -0.1	4	-7	99	-0.9	2	1	-4	0.7	10
Cc1ccccc1NC(=O)NNC(=O)COc1ccc2ccccc2c1
    0.1	-5	6	90	-1.6	-3	2	2	1.5	13
COC(=O)c1ccc(Cn2nnc3c(=O)[nH]c(C4CCN(S(=O)(=O)c5cc(C)ccc5C)CC4)nc32)cc1
    0.4	3	-5	97	-3.6	11	4	-4	0.1	18
S=C(NCC1CCCO1)Nc1ccccc1 (stereo not drawn)
    -0.4	-3	3	92	-0.5	1	1	-2	0.1	7
CC(C)(C)c1ccc(C(=O)OCc2c(-c3ccccc3)ncc3ccccc23)cc1
    -0.1	6	-12	98	0.4	-1	-4	2	-2.6	-11
O=C(O)C1CCN(c2ccc(S(=O)(=O)N3CCC(C(=O)O)CC3)cc2[N+](=O)[O-])CC1
    -0.2	-1	-2	97	-3.0	-7	1	5	0.9	9
Cc1ccc(N(CC(=O)N/N=C/c2cc(C)n(-c3ccccc3)c2C)S(C)(=O)=O)c(C)c1
    0.2	0	-10	95	0.1	-6	-3	2	-0.9	-8
S=C(NCc1cccnc1)Nc1cccc2ccccc12
    0.2	-1	0	106	-2.0	-1	2	-2	-0.4	18
O=C(CCc1nnc(CCCc2ccccc2)o1)NCCc1ccccc1
    0.2	-6	-3	105	-2.2	6	-4	-1	1.3	1

# Source: PubChem (several laboratories)
